Assay outcomes: PubChem BioAssay, several laboratories
V-ATPase pH: alters yeast V-ATPase proton transport | S. cerevisiae, pHLuorin cytosolic pH fluorescence | response, % at 10 µM | 0.37% of 350,000 active | AID 504577; in the data active = response mostly above about 7.3%, no sharp cut-off; inactive = mostly below about 5.4%; also: actives read high; inactives centre near 0; some compounds called inactive have numbers as strong as hits; reference of the scale not given here
HTR5A ag: HTR5A agonism, opioid heterodimer counter-screen | activation, % at 9.3 µM | AID 504692 | 0.61% of 340,000 active | HTR5A agonist assay, luminescence, cell-based; in the data active = activation mostly above about 9.5%, no sharp cut-off; inactive = mostly below about 7.6%;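 also: 0% = cells with vehicle only and 100% = reference agonist; strong numbers were not always called active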
Target sequence (P47898 whole entry, looked up): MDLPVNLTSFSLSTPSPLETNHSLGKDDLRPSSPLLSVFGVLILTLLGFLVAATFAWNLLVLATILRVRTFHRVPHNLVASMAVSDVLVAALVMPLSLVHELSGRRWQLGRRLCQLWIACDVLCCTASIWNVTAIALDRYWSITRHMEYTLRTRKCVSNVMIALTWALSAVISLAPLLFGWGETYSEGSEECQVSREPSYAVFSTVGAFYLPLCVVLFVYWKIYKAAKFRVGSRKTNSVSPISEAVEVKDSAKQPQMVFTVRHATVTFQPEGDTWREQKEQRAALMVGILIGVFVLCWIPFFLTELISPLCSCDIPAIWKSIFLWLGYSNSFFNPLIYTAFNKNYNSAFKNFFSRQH
PKA-R1A activ: activators of PKA-R1A complex | PKA-R1A dissociation, Cy5-IP20 fluorescence polarization; scaled: DMSO 0%, 113 µM cGMP 100% | activation, % at 11.4 µM | P00514+P68181 | 0.083% of 340,000 active;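 active = percent activation above the mean of all tested compounds plus 3 SD, cut at about 19% in these data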;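 also: higher means more PKAc released from R1A so a rise in polarization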
OPRM1-OPRD1 inv: mu-delta opioid heterodimer inverse agonism; cell-based MOR-DOR heterodimer luminescence; P35372+P41143; inhibition, % at 9.3 µM; 0.21% of 340,000 active; in the data active = inhibition above about 22%, passing the limit was not always enough;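 also: 0% = cells with DMSO and 100% = wells without cells with DMSO; values of inactives mirror those of a sister screen read the other way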
Arrestin-AP2 inh: inhibitors of human beta-arrestin and AP2 interaction. FITC-arrestin peptide / GST-AP2 beads, flow cytometry; AP2 beta2 appendage carries R879A mutation. inhibition, % at 10 µM. 0.31% of 340,000 active. AID 504490;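 active = inhibition above a set limit, near 3 SD of compounds lacking own fluorescence, cut at about 54% in these data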;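 also: plate controls were DMSO wells for no effect and 5 µM unlabelled arrestin peptide for full effect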
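System: GST-AP2 R879A bound to glutathione beads, E. coli-expressed. Also added: 50 nM FITC-arrestin peptide. Schedule: compound with beads 12 min RT, then probe 1 h RT. Signal: bead flow cytometry, FITC channel. Read-out basis: percent response.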
HTR5A inv ctr: HTR5A inverse agonism, opioid heterodimer counter-screen; P47898; HTR5A cell line, luminescence; inhibition, % at 9.3 µM; 0.083% of 340,000 active; AID 504634; in the data active = inhibition mostly above about 23%, no sharp cut-off; inactive = mostly below about 18%;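 also: 0% = cells with DMSO and 100% = no-cell wells with DMSO; some compounds called inactive have numbers as strong as hits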
PKA-R2B activ: activates the human PKA-R2B holoenzyme complex. P22694+P31323. PKA-R2B holoenzyme dissociation, Cy5-IP20 fluorescence polarization; R2B truncated from residue 108, S112A mutant; 0% DMSO only, 100% 113 µM cGMP. activation, % at 11.4 µM. 0.079% of 340,000 active;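 active = activation above a cutoff set at the mean over all compounds plus 3 SD, cut at about 18% in these data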;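 also: higher means more holoenzyme dissociation and a rise in polarization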
Target sequence (P31323 whole entry, looked up, other chains not shown, the tested form may be a part): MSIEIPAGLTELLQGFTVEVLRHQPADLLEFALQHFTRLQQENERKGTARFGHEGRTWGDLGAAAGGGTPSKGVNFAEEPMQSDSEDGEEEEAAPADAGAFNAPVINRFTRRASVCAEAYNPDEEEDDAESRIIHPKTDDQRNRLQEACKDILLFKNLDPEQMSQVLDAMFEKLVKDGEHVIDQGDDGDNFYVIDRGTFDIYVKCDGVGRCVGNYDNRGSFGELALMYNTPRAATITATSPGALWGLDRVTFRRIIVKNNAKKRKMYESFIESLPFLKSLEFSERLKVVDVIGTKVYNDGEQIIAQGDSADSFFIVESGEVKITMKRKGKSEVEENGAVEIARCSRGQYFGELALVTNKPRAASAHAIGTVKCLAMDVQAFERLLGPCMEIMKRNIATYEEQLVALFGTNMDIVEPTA
MOR-DOR ag: OPRM1-OPRD1 heterodimerization agonism; P35372+P41143; cells, luminescence; activation, % at 9.3 µM; 0.3% of 340,000 active; in the data active = activation above about 18%;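 also: 0% = vehicle-treated cells and 100% = reference agonist; values of inactives mirror those of a sister screen read the other way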
DAGLB inhibitor: blocks human DAGLB lipase activity; AID 504411; inhibition, % at 5.17 µM; 0.059% of 340,000 active; HEK293T DAGLB membrane lysate, EnzChek fluorogenic substrate; in the data active = inhibition above about 34%;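 also: 0% = enzyme with vehicle and 100% = wells lacking enzyme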
DSG3 Ab inh: blocks pemphigus antibody binding to human desmoglein-3; binding (percent of control), % at 10 µM; P32926; 0.48% of 310,000 active; DSG3-coupled beads, scFv-anti-DSG3-GFP binding, flow cytometry; hits give low values;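 active = binding more than 3 SD below its plate's average and above zero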;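 also: hits lower antibody fragment binding to DSG3; some compounds called inactive have numbers as strong as hits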
The depositor's hits bear a star; / = not tested or not shown.

SMILES	V-ATPase pH	HTR5A ag	PKA-R1A activ	OPRM1-OPRD1 inv	Arrestin-AP2 inh	HTR5A inv ctr	PKA-R2B activ	MOR-DOR ag	DAGLB inhibitor	DSG3 Ab inh
FC(F)(F)c1nc(NCC2CCCO2)c2nnn(Cc3ccccc3Cl)c2n1 (configuration not stated)	-3	-4	-8	-15	3	16	-3	2.9	0	101
CC(=O)c1cccc(Nc2nc(-c3cccc([N+](=O)[O-])c3)cs2)c1	0	5	-9	3	16	-5	5	-0.5	-2	/
CS(=O)(=O)c1ccccc1-c1nnc(NC(=O)c2ccco2)o1	1	2	-2	1	14	-6	0	-0.2	1	101
COc1ccc(OC)c(NC(=O)c2cc3ccccc3o2)c1	0	4	0	-6	18	-18	10	1.0	-5	100
COc1ccc(OC)c(S(=O)(=O)N2CCN(CC(O)COc3ccc(C#N)cc3)CC2)c1 (configuration not stated)	-1	-1	0	-15	4	-14	2	1.9	0	110
O=C(NCCc1ccccc1)c1noc2c1CCCCC2	4	0	-5	0	-1	-6	14	-0.1	-6	95
NNC(=O)c1ccccc1-n1cccc1	-1	-5	-4	-4	0	14	0	0.6	-1	93
N#Cc1ccc(OCC(O)CS(=O)(=O)c2ccc(F)cc2)cc1 (configuration not stated)	1	4	-11	14	7	-3	-5	-2.7	-2	101
O=C(c1ccccc1)n1c(=S)nc2ccccn21	-1	12	-4	12	-8	-30	-2	-2.4	0	106
CCOc1ccc(S(=O)(=O)NCCC(=O)NC2CCN(Cc3ccccc3)CC2)cc1	5	-1	0	6	34	2	2	-1.1	-3	110
COc1ccc(C(=O)Nc2ccc(S(=O)(=O)Nc3cc(C)nc(C)n3)cc2)c(OC)c1	-4	5	3	-10	-3	-36	-8	1.8	1	115
Cc1ccc(Cl)c(NC(=S)N(CCCN2CCOCC2)Cc2ccco2)c1	-3	9	-4	-11	7	-24	-1	1.8	2	82
O=C(CCNC(=O)c1ccccc1Cl)Nc1ccc(Br)c(C(F)(F)F)c1	-1	-4	-7	-2	-1	10	8	0.3	-2	83
Cc1ccc(NC(=O)C2CCCN(S(=O)(=O)c3c(C)noc3C)C2)c(C)c1 (configuration not stated)	4	-4	5	-21	-6	-32	6	3.5	-5	103
CCOC(=O)N1CCN(CC(O)COCC2=CCC3CC2C3(C)C)CC1 (configuration not stated)	2	-3	-6	2	-1	32	6	-0.4	0	109
COc1ccc(OC)c(N2CC(O)(c3ccccc3)[N+]3=C2SCCC3)c1 (configuration not stated)	4	-1	0	11	17	2	4	-2.3	0	98
COCCNC(=O)c1cccc(S(=O)(=O)N2CC3(C)CC2CC(C)(C)C3)c1 (configuration not stated)	-4	3	1	13	63*	-9	-9	-2.5	-2	102
COc1cccc(C(=O)N(c2ccc(C)cc2)C2C=CS(=O)(=O)C2)c1 (configuration not stated)	-1	0	-2	6	4	0	-18	-1.0	1	118
COCCNC(=S)N/N=C(\C)c1ccc(-n2ccnc2)cc1	4	-6	-2	-4	-5	19	11	0.7	1	95
Nc1ccc2nn(-c3ccc(F)cc3)nc2c1	-2	-1	-7	-17	8	-2	-3	3.0	1	107
CNC[C@H]1Oc2cc(Br)ccc2S(=O)(=O)N([C@H](C)CO)C[C@H]1C	-1	/	-4	/	/	/	0	/	-3	/
O=C(Nc1nccs1)c1ccc(COc2ccc(Cl)cc2)o1	-1	8	-6	11	43	-19	0	-2.1	-2	/
CCOc1ccc(S(=O)(=O)N2CCCCC2)cc1NC(=O)CC1OC(=O)c2ccccc21 (configuration not stated)	-1	-1	-11	3	-2	4	-2	-0.4	0	104
Cc1ccc(C)c(CSc2nnc(CCN)o2)c1	0	-3	-5	13	-2	-4	2	-2.6	0	96
O=C(NCc1nc(-c2ccc(Cl)cc2)no1)c1ccco1	3	-2	2	12	15	5	2	-2.3	-1	102
CC(=O)Oc1ccc(N(C(C)=O)S(=O)(=O)c2cc([N+](=O)[O-])ccc2C)cc1	-1	0	-13	-9	-11	1	-3	1.7	0	105
Cc1c(NC(=O)CN2CCN(C(c3ccccc3)c3ccccc3)CC2)c(=O)n(-c2ccccc2)n1C	2	-3	-4	-5	12	-6	-12	0.9	-4	110
COc1ccc(CCNC(=O)CCN2C(=O)[C@@H]3Cc4ccccc4CN3C2=O)cc1	1	5	-9	-4	30	-4	7	0.7	3	/
COc1cccc(OC)c1C(=O)NC(=S)Nc1cccc(NC(=O)c2ccco2)c1	2	0	-12	14	6	0	-10	-2.5	2	92
CC(C)[C@H](NC(=O)[C@H](CCCN=C(N)N)NC(=O)NC(Cc1ccccc1)C(=O)O)C(=O)NC(C=O)CCCN=C(N)N (some centres not stated)	-1	2	-19	12	2	-8	-5	-2.1	2	91
COc1ccc2cc(C3(C)NC(=O)N(CC(=O)NCC(F)(F)F)C3=O)ccc2c1 (configuration not stated)	0	1	-1	14	35	-3	1	-2.9	-2	101
CN(C)S(=O)(=O)c1ccc(NC(=O)CN2CCc3ccccc32)cc1	2	-2	4	-4	8	10	1	0.8	0	93
Cc1c(C=O)c2ccccn2c1C(=O)c1cccc([N+](=O)[O-])c1	0	-3	8	-4	37	9	18	0.8	1	102
Cc1cc(C)cc(NC(=O)Cn2cnc3c(nnn3Cc3ccc(F)cc3)c2=O)c1	-2	-1	4	18	1	2	6	-3.7	0	89
O=C(CN1C(=O)C2C3C=CC(C3)C2C1=O)OCC(=O)c1ccccc1 (configuration not stated)	2	5	3	18	5	3	-1	-3.4	0	133
CCN(CC)S(=O)(=O)c1cccc(NC(=O)COC(=O)c2cc(C)oc2C)c1	3	2	8	-5	18	1	-7	0.9	-2	104
CCOC(=O)c1cnc(SC)nc1Oc1cccc(NC(=O)c2cccc(Cl)c2Cl)c1	2	2	-5	5	23	-1	4	-1.3	-4	108
CN1CCC(N(C)C(=O)c2ccc(Cl)c(S(=O)(=O)Nc3ccc(Cl)cc3)c2)CC1	-3	-4	-3	12	21	9	1	-2.9	0	/
CCOC(=O)NC(Nc1cc(C)on1)(C(F)(F)F)C(F)(F)F	2	2	-7	7	-6	-4	-6	-1.7	1	/
COc1ccc(S(=O)(=O)NCCC(=O)NCc2ccc(F)cc2)cc1	-1	1	5	13	-6	-2	-5	-2.3	1	102
NS(=O)(=O)c1ccc(CNC(=O)C2CCCN2C(=O)c2cccs2)cc1 (configuration not stated)	3	2	2	-4	2	-7	-2	0.8	2	91
Cc1cccc(C)c1Nc1nnc(SCC(=O)NCCCN2CCCC2=O)s1	4	3	7	17	-8	19	-1	-4.3	2	97
COc1ccc2sc(-c3ccccc3OC)c(C#CCCO)c2c1	3	1	2	-8	4	-4	0	1.4	-4	108
CC(C)(C)OC(=O)NCCCCCNC(=O)c1[nH]cnc1C(=O)Nc1ccon1	-5	-2	-1	9	/	5	2	-1.5	-3	95
CN(CC(=O)NCc1ccc(Cl)cc1)S(=O)(=O)c1cccc2nsnc12	3	6	12	8	4	12	4	-1.4	-2	108
COc1ccccc1NC(=O)N1CCc2[nH]c3ccc(F)cc3c2C1	-2	2	0	11	-2	-3	2	-2.6	-3	/
CC1CCC(NS(=O)(=O)c2cccc3nsnc23)CC1 (configuration not stated)	2	-1	10	0	7	11	2	0.1	-2	/
COc1ccccc1N1CCN(C(=O)c2cc(-c3ccc(F)cc3)on2)CC1	-1	3	-5	15	21	-20	-12	-2.8	-4	106
N#C/C(=C\c1ccc(OCC(N)=O)cc1)c1ccccc1	1	2	-6	0	21	-7	8	-0.1	-1	101
O=C(Nc1ccccc1)OC1CCS(=O)(=O)C1 (configuration not stated)	-2	3	10	8	-4	-9	4	-1.6	-1	98
Remaining list, next part.
SMILES	V-ATPase pH	HTR5A ag	PKA-R1A activ	OPRM1-OPRD1 inv	Arrestin-AP2 inh	HTR5A inv ctr	PKA-R2B activ	MOR-DOR ag	DAGLB inhibitor	DSG3 Ab inh
COc1cc(/C=C/C(=O)OCC(=O)Nc2cccc(Oc3ccccc3)c2)ccc1O	4	2	-10	-12	-11	-5	-7	2.0	-1	104
CCOC(=O)c1sc2nc(C)nc(NCc3ccc(F)cc3)c2c1C	-3	12	-3	-38	18	-42	-6	7.3	-5	120
CN(C)S(=O)(=O)N1CCc2ccc(NC(=O)C3CCCO3)cc2C1 (configuration not stated)	3	3	0	11	-1	9	-8	-2.1	-1	107
O=C(CCC1CCCN(C(=O)c2cncs2)C1)NCc1ccc(F)c(F)c1 (configuration not stated)	-2	1	-5	13	13	-16	-12	-2.7	-1	102
CC(=O)Nc1ccc(C(=O)OCC(=O)Nc2c(F)cccc2F)cc1	1	1	12	13	-10	-10	4	-2.6	-1	101
O=C(O)COc1c(Cl)cc(/C=C2/NC(=O)NC2=O)cc1Br	-3	-4	13	7	3	9	-7	-1.3	0	102
O=C(CN1C(=O)CSc2ccc(S(=O)(=O)N3CCOCC3)cc21)NCCCN1CCCCC1	-1	3	-1	23	2	-9	0	-4.6	-1	100
Cc1c(N/C(=N/S(=O)(=O)c2cc([N+](=O)[O-])ccc2Cl)c2ccccc2)c(=O)n(-c2ccccc2)n1C	-2	0	-6	-12	2	1	-2	2.2	-1	102
CCCC1NC(=O)c2cccnc2-n2c1nc1ccc(Cl)cc1c2=O (configuration not stated)	1	/	3	/	/	/	4	/	-2	94
O=C(CC1C(=O)NCCN1C(=S)Nc1ccccc1)Nc1ccc(F)cc1 (configuration not stated)	2	-3	4	13	-7	7	2	-2.5	0	113

Three structures already listed, ordered by SMILES length, highest first.
SMILES	V-ATPase pH	HTR5A ag	PKA-R1A activ	OPRM1-OPRD1 inv	Arrestin-AP2 inh	HTR5A inv ctr	PKA-R2B activ	MOR-DOR ag	DAGLB inhibitor	DSG3 Ab inh
O=C(CN1C(=O)CSc2ccc(S(=O)(=O)N3CCOCC3)cc21)NCCCN1CCCCC1	-1	3	-1	23	2	-9	0	-4.6	-1	100
COc1cc(/C=C/C(=O)OCC(=O)Nc2cccc(Oc3ccccc3)c2)ccc1O	4	2	-10	-12	-11	-5	-7	2.0	-1	104
CC(=O)Nc1ccc(C(=O)OCC(=O)Nc2c(F)cccc2F)cc1	1	1	12	13	-10	-10	4	-2.6	-1	101

Next compounds:
SMILES	V-ATPase pH	HTR5A ag	PKA-R1A activ	OPRM1-OPRD1 inv	Arrestin-AP2 inh	HTR5A inv ctr	PKA-R2B activ	MOR-DOR ag	DAGLB inhibitor	DSG3 Ab inh
CC(C)COc1ccc(Br)cc1CNC(C)(C)C	-2	-3	-1	12	-19	10	-7	-2.2	0	99
CCOC(=O)C(Cc1ccc(N)cc1)N1C(=O)c2ccccc2C1=O (configuration not stated)	-2	5	1	1	7	-18	-5	-0.1	2	122
CCOC(=O)[C@@H]1[C@H]2COc3ccccc3[C@@H]2N2C(=O)N(c3cccc(C)c3)C(=O)[C@]12C	-2	5	-5	13	-1	-15	-6	-2.3	-3	95
CC(=O)NCCNC(=O)c1ccc(CSc2nc3ccccc3s2)cc1	2	2	3	-2	0	-6	-7	0.4	-2	/
Cc1cc(Br)ccc1N=C1NC(=O)CS1	-1	2	-1	8	11	-4	1	-1.4	1	109
Cc1ccc(C)c(NC(=O)Cc2ccc(S(=O)(=O)N3CCCCC3)s2)c1	-2	3	-16	4	-14	-22	3	-0.7	0	111
COc1ccccc1Nc1nc(NCCCCO)nc(N2CCCC2)n1	-3	-1	8	-5	3	-15	-4	1.0	-2	100
COc1ccccc1C(=O)Oc1cc(N)n(S(=O)(=O)c2ccc(C)cc2)n1	0	0	-3	6	1	10	-9	-1.2	1	104
